TGFb SMAD3 inh = qHTS for Inhibitors of TGF-b; 1.2% of 410,000 active; HepG2 CAGA-GFP TGF-b/SMAD3 reporter, GFP fluorescence, 18 h; TGF-beta stimulated, 500 pg/mL final; Potency, µM (top dose mostly 46.1 µM), inactives show top-dose activity, negative = inhibition, actives largely listed as inhibitors; note: % is set by controls: 0 for no effect and ±100 for the full control effect; nearly all actives have a fitted effect of over 65% in size
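Smad-responsive CAGA-GFP expression was quantified in HEPG2 cells exposed to compounds and 500 pg/mL final TGF-beta for 18 h at 37 degrees C; unstimulated wells defined full inhibition.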
HepG2 tox = qHTS for Inhibitors of TGF-b: Cytotox Counterscreen | HepG2 CAGA-GFP viability, ATP luminescence, 18 h | Potency, µM (highest dose often 46.1 µM), for inactives: at the highest dose activity change, negative = cytotoxicity, hits mostly cytotoxic | 0.76% of 410,000 active | AID 588856, 2011; note: some results filed as inactive show a strong effect at the top dose
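CellTiter-Glo luminescence gave cytotoxicity after 18 hours at 37 degrees C. The cells were HepG2 CAGA-GFP in 1% FBS DMEM, stimulated with 500 pg/mL TGF-beta after compound addition. %Activity was normalised to no-cell wells (complete cell-killing) and DMSO (no toxicity), and curves were fitted and classified.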
Active calls of the source: *; ? = inconclusive. Calls come from the whole dose curve; as a rule, active = well fitted curve in the direction sought with a large enough effect; inconclusive = small, poorly fitted or top-dose-only effect, or another doubt; inactive = no such curve, though single readings can be large; an effect the other way counts as inactive or inconclusive. Potency is the fitted concentration of half-maximal effect. Only part of the results is shown, so the mix of outcomes need not match the whole.

Values run as follows: TGFb SMAD3 inh	HepG2 tox
> O=C(Nc1ccccc1)c1nc(S(=O)(=O)Cc2ccccc2F)ncc1Cl
  3.16µM*	7.08µM*
> CNc1c(Br)cc(C=O)cc1Br
  11.9%	1.9%
> O=[N+]([O-])c1ccc2c(c1)C=C/C2=C\c1ccccc1
  16.7%	25.9%
> OCC[N+]1(CCc2ccccc2)CCOCC1
  -17.8%	-26.0%
> CC(C)CN(CC(C)C)c1ccc(/C=C/c2ccnc3ccccc23)cc1
  5.8%	-31.3%
> CCCCN1CC[C@H]2C=CC[C@@H](C(=O)NC3CCCCC3)[C@H]2C1=O
  20.8%	23.0%
> COc1cc2ccccc2cc1C(=O)OCC(=O)Nc1ccc(Br)cc1
  -1.1%	-6.1%
> OC(CN1CCCC1)c1ccccc1 (stereo not drawn)
  -4.9%	-0.8%
> Cc1cc2ccccc2c[n+]1C
  -1.0%	2.4%
> Cc1c(C#N)c(NC(=O)COC(=O)c2cc(Cl)c3c(c2)OCCCO3)n(Cc2ccco2)c1C
  20.8%	4.5%
> CC(C)[C@H]1COCCS(=O)(=O)N1Cc1cccc([N+](=O)[O-])c1
  -5.7%	-36.5%
> CCN(CC)c1ccc(-c2nnc(SCC(=O)NCc3ccco3)n2C)cc1
  -1.8%	-5.7%
> CCCCCCCNc1ccc(/C=C/c2ccnc3ccccc23)cc1
  -2.8%	-6.3%
> C=C(CC[C@]12OC(C(=O)O)C(O)(C(=O)O)C(C(=O)O)(O1)C(OC(=O)/C=C/[C@@H](C)C[C@@H](C)CC)C2O)[C@@H](OC(C)=O)[C@H](C)Cc1ccccc1 (stereo partly drawn)
  4.4%	8.1%
> COc1cc2c(NC3CCN(C)CC3)nc(N3CCCN(C)CC3)nc2cc1OCC1CCNCC1
  -16.1%	0.3%
> COc1cc(/C=C/c2ccc3ccccc3n2)cc(OC)c1OC
  -12.8%	-26.7%
> CN(Cc1ccccc1)c1ccc(/C=C/c2sc3ccccc3[n+]2C)cc1
  3.16µM*	-33.6%
> O=C1CCC[C@@H]2CC(N(Cc3cc4ccccc4s3)c3ccccc3)C[C@@H]3CCN1[C@H]23 (stereo partly drawn)
  -6.6%	21.5%
> CN(C)c1ccc(/C=C/c2cc(/C=C/c3ccc(N(C)C)cc3)c3ccccc3n2)cc1
  27.1%	-5.6%
> CN(C)c1ccc(C=O)c(O)c1
  12.0%	23.0%
> CC(C)(C)n1ncc2c(=O)n(Cc3ccc(SC(=O)O)cc3Cl)cnc21
  -14.7%	-10.2%
> S=c1[nH]c(=S)c2n[nH]nc2[nH]1
  4.7%	26.9%
> OC(CN1CCOCC1)c1ccccc1 (stereo not drawn)
  -2.9%	-32.3%
> CC1(C)CC(=O)c2cc(C(=O)NCCc3ccccc3)c(=O)[nH]c2C1
  -5.3%	-42.0%
> CSc1n[nH]c(-c2ccco2)n1
  3.5%	-15.3%
> CCC[C@H]1COCCS(=O)(=O)N1Cc1cccc(F)c1
  -6.1%	-17.6%
> Brc1ccc(/C=C2\C=Cc3ccccc32)cc1
  -7.1%	-32.7%
> O=Cc1ccc(Cl)cc1
  -20.7%	-2.3%
> CN(C)c1ccc(CCC2C=Cc3ccccc32)cc1 (stereo not drawn)
  -11.9%	8.8%
> NNC(=O)c1ccc(C(=O)N(c2ccccc2)c2ccccc2)cc1
  -2.6%	-39.7%
> CN(C)N=Nc1ccc(/C=C2\C=Cc3ccccc32)cc1
  -2.7%	4.2%
> CC(=O)C[n+]1cccc2cc(Cl)ccc21
  4.7%	1.1%
> CC/C(=C\c1ccccc1)c1cccc2oc3ccccc3c12
  ?	-35.0%
> O=C(Nc1ccc(OC(F)F)cc1)c1nc(S(=O)(=O)Cc2ccccc2F)ncc1Cl
  12.6µM*	11.2µM*
> CCCCN(CCCC)c1ccc(Cn2ccc3ccccc32)cc1
  17.8µM*	-72.0%
> Cc1ccccc1NC(=O)c1nc(S(=O)(=O)Cc2ccccc2F)ncc1Cl
  4.47µM*	5.62µM*
> CCN(CCCN(C)C)c1ccc(/C=C/c2ccnc3ccccc23)cc1
  21.9%	-2.3%
> CCc1ccc(NC(=O)CSc2nnc(-c3ccccc3)n2CC)cc1
  -0.2%	2.5%
> O=C(C[n+]1ccc2ccccc2c1)c1ccc(O)c(O)c1
  3.4%	-25.7%
> O=S(=O)(NCCCCNS(=O)(=O)c1cccc2cccnc12)c1cccc2cccnc12
  -1.0%	-3.4%
> O=C(COc1ccccc1C(=O)Nc1ccccc1F)Nc1ccc(Br)cc1
  -29.6%	-1.3%
> Nc1nc(=S)[nH]c(N)c1N
  -0.4%	18.2%
> c1ccc2c(N=NN3CCCCC3)ccnc2c1
  -0.7%	-16.0%
> CN(N=O)c1ccc(C=C2c3ccccc3-c3ccccc32)cc1
  15.6%	-2.4%
> O=[N+]([O-])c1ccc2c(c1)C=C/C2=C\c1ccc(C=S)cc1
  -1.0%	-2.0%
> CCOc1n[nH]c(-c2ccccc2)n1
  -5.8%	-32.4%
> C[N+]1(CC(=O)c2cccs2)CCOCC1
  13.9%	-3.1%
> CN(C)c1ccc(/C=C/c2c(Cl)cnc3ccccc23)cc1
  -31.7%	-36.8%
> CC(C)(C)OC(=O)N(Cc1ccco1)S(=O)(=O)c1ccccc1Br
  6.0%	49.0%
> COc1ccc(/C=C/c2ccccn2)cc1OC
  5.8%	0.6%
> CCN(Cc1ccccc1)c1ccc(/C=C/c2ccnc3ccccc23)cc1
  -6.4%	-4.9%
> CC(=O)Nc1ccc(/C=C/c2ccncc2)cc1
  9.0%	-0.3%
> O=C(Nc1nccs1)[C@@H]1CC=C[C@@H]2CCN(Cc3ccc(Cl)c(Cl)c3)C(=O)[C@@H]21
  -23.5%	-21.5%
> O=S1(=O)CCO[C@H]2CCCC[C@@H]2N1Cc1ccccc1Br
  3.3%	-3.5%
> Cc1ccc2c(c1)C/C(=C/c1ccc(N(C)C)cc1)C2=O
  14.7%	-20.9%
> NC(=O)Nc1ccc(/C=C2\C=Cc3ccccc32)cc1
  ?	-48.9%
> CC[N+]1(CC(=O)c2ccc(Cl)cc2)CCCCC1
  0.5%	2.6%
> Cc1cc(OCC(=O)Nc2cccc(-c3nc4ccccc4o3)c2C)cc(C)c1Cl
  0.3%	-23.3%
> O=C(C[n+]1csc2ccccc21)c1ccc(I)cc1
  -2.4%	-2.5%
> Brc1cccc[n+]1CCC[n+]1ccccc1Br
  -2.0%	3.8%

(further entries)
Values run as follows: TGFb SMAD3 inh	HepG2 tox
> CC(C)(C)c1ccc(C(=O)C[N+]2(C)CCCc3ccccc32)cc1 (stereo not drawn)
  -15.7%	-29.9%
> CC1(C)S[C@@H]2[C@H](NC(=O)COc3ccccc3)C(=O)N2[C@@H]1C(=O)OCc1cccc2cccnc12
  ?	10.4%
> O=[N+]([O-])c1cccc(/C=C/c2ccccc2)c1
  0.7%	1.5%
> CCn1c2ccccc2c2cc(/C=C3\C=Cc4ccccc43)ccc21
  8.5%	-21.2%
> COC(=O)/C=C/c1cc(F)ccc1S(=O)(=O)Nc1ccccc1
  -6.8%	6.5%
> O=C(Cc1ccc(Oc2ccccc2)cc1)NO
  -6.5%	-20.9%
> CCCCCCCCN1[C@@H](CC(=O)O)c2ccc(/C=C/C(=O)O)cc2S1(=O)=O
  8.2%	12.4%
> CCCCCCC[n+]1c(/C=C/c2ccc(N(C)C)cc2)sc2ccccc21
  ?	-95.6%
> C[n+]1ccnc2ccccc21
  5.01µM*	-104.9%
> COC(=O)C1N2C(=O)N(C)[C@H](C(=O)OC)[C@H]2SC1(C)C (stereo partly drawn)
  -2.0%	3.2%
> CN(C)c1ccc(/C=C2\C=Cc3ccccc32)cc1Br
  -2.4%	-30.3%
> CSc1ccc(/C=C2\C=C(C(O)c3ccc(SC)cc3)c3ccccc32)cc1 (stereo not drawn)
  -6.8%	-27.6%
> CCCS(=O)(=O)c1ncc(Cl)c(C(=O)Nc2sc3c(c2C(=O)NCC)CCCC3)n1
  ?	-15.3%
> COc1ccc(-c2ccc(=N)n(CCCC(=O)O)n2)cc1
  20.4%	-21.7%
> CCCCN(CCCC)c1ccc(/C=C2\C=Cc3ccccc32)cc1
  3.6%	-10.4%
> COc1cc2c(NC3CCN(C)CC3)nc(N3CCCCC3)nc2cc1OCCCN(C)C
  10µM*	-78.2%
> Cc1c([N+](=O)[O-])cnc2ccccc12
  -22.6%	-65.7%
> CCOC(=O)c1cc(OCc2csc(-c3ccccc3)n2)cc(C(=O)OCC)c1
  3.0%	-3.7%
> Cc1c(Cn2cnc3c(cnn3C(C)(C)C)c2=O)cccc1C(F)(F)F
  -27.4%	-7.3%
> CN(Cc1ccccc1)c1ccc(/C=C/c2nc3ccccc3s2)cc1
  ?	-84.6%
> Clc1nc(NCc2ccco2)c2ccccc2n1
  0.8%	-13.8%
> C(=C\c1c[nH]c2ccccc12)/c1ccnc2ccccc12
  ?	-36.4%
> Cc1ccc2c(c1)CCC2=O
  3.0%	0.1%
> C/C=C(\C)NNC(=O)Cc1ccc(OC)cc1
  0.1%	1.1%
> Cc1cc(/C=C2\C=Cc3ccccc32)cc(C)c1N
  ?	-49.7%
> CN(C)c1ccc(/C=C2\C(=O)/C(=C/c3ccc(N(C)C)cc3)c3ccccc32)cc1
  0.3%	-17.2%
> COc1cc(OC)c(/C=C/c2ccc3ccccc3[n+]2C)c(OC)c1
  6.5%	-17.9%
> Nc1cnccn1
  -17.2%	-0.2%
> CCCCCCC[n+]1ccc(C)c2ccccc21
  ?	-4.3%
> CCN1/C(=C/C=C/C=C/c2sc3ccccc3[n+]2CC)Sc2ccccc21
  7.08µM*	-23.1%
> Cc1ccc(SC[C@H](Cc2ccccc2)N2CC[C@@H](NC(=O)OCc3ccccc3)CCC2=O)cc1
  -15.5%	4.1%
> C(=C\c1ccc2ccccc2n1)/c1ccc2ccccc2n1
  13.3%	8.1%
> COC(=O)/C=C/c1ccc2c(c1)S(=O)(=O)N(C1CCCC1)[C@H]2CC(=O)OC
  ?	-36.4%
> O=C(O)[C@@H](O)[C@@H](O)[C@H](O)[C@H](O)CO
  8.4%	13.9%
> CC(=O)OCC1=C(C(=O)O)N2C(=O)C(NC(=O)Cc3ccccc3)C2SC1 (stereo not drawn)
  18.3%	13.5%
> CNc1ccc(/C=C/c2ccnc3ccccc23)cc1
  -22.9%	-46.2%
> COc1cc2c(NC3CCN(C)CC3)nc(N3CCCN(C)CC3)nc2cc1OCC1CCCNC1 (stereo not drawn)
  -2.7%	-23.2%
> CNc1c(Cl)cc(C=O)cc1Cl
  8.7%	-1.6%
> CC(=O)N/C(=C/c1ccccc1)c1ccncc1
  -3.6%	-21.9%
> C[N+](C)(C)c1ccc(/C=C/c2ccnc3ccccc23)cc1
  ?	1.6%

Six records picked at random from those above:
Values run as follows: TGFb SMAD3 inh	HepG2 tox
> O=C(Cc1ccc(Oc2ccccc2)cc1)NO
  -6.5%	-20.9%
> CCN(CC)c1ccc(-c2nnc(SCC(=O)NCc3ccco3)n2C)cc1
  -1.8%	-5.7%
> CN(C)c1ccc(/C=C/c2c(Cl)cnc3ccccc23)cc1
  -31.7%	-36.8%
> CNc1c(Br)cc(C=O)cc1Br
  11.9%	1.9%
> CN(C)c1ccc(/C=C2\C(=O)/C(=C/c3ccc(N(C)C)cc3)c3ccccc32)cc1
  0.3%	-17.2%
> CCCCN1CC[C@H]2C=CC[C@@H](C(=O)NC3CCCCC3)[C@H]2C1=O
  20.8%	23.0%

Next section.
Values run as follows: TGFb SMAD3 inh	HepG2 tox
> COc1ccccc1/C=C/c1cnccn1
  -14.2%	4.9%
> COc1ccc2nccc(/C=C/c3ccc(N(C)C)cc3)c2c1
  -16.2%	-34.1%
> CCCCCCCCCCCCCCCC[n+]1ccc(/C=C/c2c[nH]c3ccccc23)c2ccccc21
  ?	-46.3%
> Brc1cccc[n+]1CCCCCC[n+]1ccccc1Br
  8.6%	-25.0%
> CC1=C(C(=O)OCc2ccccc2)N2C(=O)[C@@H](NC(=O)OCc3ccccc3)[C@H]2SC1
  -20.4%	3.2%
> Nc1nc(N)c2snnc2n1
  -17.2%	-8.7%
> CC(=O)c1cccc(NC(=O)COc2ccccc2C(=O)Nc2ccccc2)c1
  -28.9%	-12.1%
> O=C1C[C@H]2C=CCc3cccc(c32)CN1Cc1ccc(Br)cc1
  -14.8%	-21.9%
> C=C1C=C(C(F)F)n2ncc(C(=O)NCc3ccc(OC)cc3)c2N1
  23.2%	5.9%
> COC(=O)[C@@H]1N2C(=O)[C@@H](NC(=O)C(C)Oc3ccccc3)[C@H]2SC1(C)C (stereo partly drawn)
  ?	4.9%
> O=C(C[n+]1ccccc1Br)c1ccc(O)c(O)c1
  -3.9%	1.6%

Bioassay records (PubChem BioAssay)
